Screening results deposited in PubChem BioAssay by National Center for Advancing Translational Sciences (NCATS).
Cycloheximide cs – affects cycloheximide protein synthesis inhibition readout, counter-screen; max response, %; 300,000 tested, 12% active; cell reporter, cycloheximide protein synthesis inhibition counterscreen; in the data active = max response mostly above about 13%, no sharp cut-off; inactive = mostly below about 14%; also: read at 38.3 µM for the half of the compounds with a filed dose; 0% is about no effect
Sm TGR block – inhibitors of Schistosoma mansoni thioredoxin glutathione reductase; Q962Y6; purified TGR, DTNB reduction, TNB absorbance 405 nm; Potency, µM (top dose mostly 114 µM), inactives show at the highest dose activity change, negative = inhibition, actives largely listed as inhibitors; 360,000 tested, 3% active; AID 485364; also: potency is read from the fitted curve at half-maximal effect; % is scaled to controls: 0 for no effect and ±100 for the full control effect; nearly all actives have a fitted effect of over 60% in size
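Kinetic colorimetric format: TGR-catalysed, NADPH-driven DTNB reduction monitored via TNB absorbance. Enzyme dispensed at 20 nM; compound exposure 15 min at room temperature before reaction start.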
Giardia FBPA inh – inhibitors of Giardia lamblia fructose-1,6-bisphosphate aldolase. purified Giardia FBPA. Potency, µM (highest dose often 59.6 µM), for inactives: at the highest dose activity, negative = inhibition, most hits filed as inhibitors. 290,000 tested, 0.71% active; also: potency is read from the fitted curve at half-maximal effect; % is scaled to controls: 0 for no effect and ±100 for the full control effect; nearly all actives have a fitted effect of over 55% in size
Target sequence (A8B2U2 whole entry, looked up): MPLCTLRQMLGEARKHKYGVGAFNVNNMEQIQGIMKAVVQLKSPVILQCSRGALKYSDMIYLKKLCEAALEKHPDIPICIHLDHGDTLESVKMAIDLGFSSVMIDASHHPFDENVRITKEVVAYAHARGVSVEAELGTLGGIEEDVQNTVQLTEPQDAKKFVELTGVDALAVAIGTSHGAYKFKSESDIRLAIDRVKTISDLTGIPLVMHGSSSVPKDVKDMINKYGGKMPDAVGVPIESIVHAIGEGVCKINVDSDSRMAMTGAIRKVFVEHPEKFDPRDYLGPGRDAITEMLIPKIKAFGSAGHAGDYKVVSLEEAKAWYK
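Giardia FBPA (40 nM reagent) was preincubated 10 min at RT with compound (up to 57.5 uM final), then substrate plus GAPDH/TPI/NAD/arsenate coupling system with diaphorase/resazurin was added; resorufin fluorescence (525/598 nm) was read after 20 min.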
Pf growth 96h – inhibits malaria parasite growth, 96 h; P. falciparum luciferase reporter growth, 96 h; Potency, µM (series often up to 28.7 µM), without a hit: at the top dose activity change, negative = inhibition, most hits filed as inhibitors; 320,000 tested, 6.9% active; also: potency is read from the fitted curve at half-maximal effect; % is scaled to controls: 0 for no effect and ±100 for the full control effect
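Infected RBCs, 2% Hct / 0.05% parasitemia final; luciferase-reporter P. falciparum; cpd 96 h, 37 C, 5% CO2; luciferase detection reagent; luminescence.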
Pf growth 48h – inhibits P. falciparum growth in the first generation, 48 h; P. falciparum luciferase growth in erythrocytes, 48 h; Potency, µM (doses to about 28.7 µM), for inactives: at the highest dose activity change, negative = inhibition, most hits filed as inhibitors; 310,000 tested, 5.9% active; AID 504832; also: potency is read from the fitted curve at half-maximal effect; % is scaled to controls: 0 for no effect and ±100 for the full control effect
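Here the parasites carry a stable luciferase gene and grow inside erythrocytes in Albumax-based RPMI medium with compound for one erythrocytic cycle. Activity is scored as loss of luminescent signal.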
Shiga toxin inh – blocks Shiga toxin action in Vero cells; Vero cells, Shiga toxin protein synthesis inhibition reporter; inhibition, % at 38.7 µM; 290,000 tested, 9.2% active; in the data active = inhibition mostly above about 28%, no sharp cut-off; inactive = mostly below about 43%; also: 0% is about no effect
* hit, by the source's call; [ ] = dose if it differs, or a comment. Unless noted, calls follow the shape of the dose curve; as a rule, active = well fitted curve in the direction sought with a large enough effect; inconclusive = small, poorly fitted or top-dose-only effect, or another doubt; inactive = no such curve, though single readings can be large; an effect the other way counts as inactive or inconclusive.

What do the screens show for `CCOc1cc(/C=N/O)ccc1OS(=O)(=O)c1ccc(C)cc1`?
Cycloheximide cs: 13; Sm TGR block: -22%; Giardia FBPA inh: -5%; Pf growth 96h: 49%[activator]; Pf growth 48h: 35%[activator]; Shiga toxin inh: -8

How did COc1ccc(CNC(=O)COC(=O)c2cc3ccccc3o2)cc1 do in these assays?
Sm TGR block: 2%; Pf growth 96h: 1%; Pf growth 48h: -1%

What do the screens show for `COc1ccc(N2CCN(C(=O)c3nc4nc(C)cc(C)n4n3)CC2)cc1`?
Cycloheximide cs: 7; Sm TGR block: 48%[activator]; Giardia FBPA inh: 7%; Pf growth 96h: -6%; Pf growth 48h: inconclusive; Shiga toxin inh: -4

How did CCN1CCN(Cc2ccc(NC(=O)Nc3cccs3)cc2)CC1 do in these assays?
Cycloheximide cs: 41*; Sm TGR block: -32%; Giardia FBPA inh: -2%; Pf growth 96h: -25%; Pf growth 48h: 7%; Shiga toxin inh: 40*

What do the screens show for `COc1ccc(N(C(=O)c2snc(C(N)=O)c2N)C(C(=O)NC2CCCCC2)c2ccc(F)cc2)c(OC)c1` (configuration not stated)?
Cycloheximide cs: 5; Sm TGR block: -16%; Pf growth 96h: 14%; Pf growth 48h: inconclusive; Shiga toxin inh: 17

How did COCCn1c(SCC(=O)Nc2cc(C)on2)nc2ccccc2c1=O do in these assays?
Sm TGR block: 5%; Pf growth 96h: inconclusive; Pf growth 48h: inconclusive

How did C#CCn1c(O)c(N=NC(=O)CNC(=O)c2cccnc2)c2ccccc21 do in these assays?
Cycloheximide cs: -3; Sm TGR block: -10%; Giardia FBPA inh: inconclusive; Pf growth 96h: 18%; Pf growth 48h: 19%; Shiga toxin inh: -3

Results for CCc1ccccc1NC(=O)CN1CCN(C(=O)C(C)NC(=O)c2ccc(Cl)cc2)CC1 (configuration not stated) ?
Sm TGR block: 0%; Pf growth 96h: inconclusive; Pf growth 48h: -17%

What do the screens show for `Cc1ccc(OCC(=O)NC(C)c2ccc(Cl)c(Cl)c2)c([N+](=O)[O-])n1` (configuration not stated)?
Cycloheximide cs: -9; Sm TGR block: 10%; Pf growth 96h: 26%; Pf growth 48h: -1%; Shiga toxin inh: -5

How did CCN(CC)CCCSc1nc2ccccc2s1 do in these assays?
Cycloheximide cs: 36*; Sm TGR block: 4%; Giardia FBPA inh: inconclusive; Pf growth 96h: inconclusive; Pf growth 48h: 95%[activator]; Shiga toxin inh: 48

Results for O=C(NC1CC1)C1CCN(C2CCN(C(=O)/C=C/c3cccc(F)c3F)CC2)CC1 ?
Cycloheximide cs: -2; Sm TGR block: 8%; Giardia FBPA inh: 3%; Pf growth 96h: 24%; Pf growth 48h: -23%; Shiga toxin inh: 1

How did CC1(C)CC(=O)C(C#N)=C(NCCCO)C1 do in these assays?
Cycloheximide cs: -2; Sm TGR block: 2%; Giardia FBPA inh: -1%; Pf growth 96h: -5%; Pf growth 48h: 17%; Shiga toxin inh: 6

What do the screens show for `C/C(=N\Nc1nc(-c2ccccc2O)nc2ccccc12)c1ccccc1`?
Cycloheximide cs: 2; Sm TGR block: -2%; Giardia FBPA inh: -5%; Pf growth 96h: inconclusive; Pf growth 48h: 0.52µM*; Shiga toxin inh: 23

How did CS(=O)(=O)c1ccc(CNC(=O)C2(C(F)(F)F)CC(CCCO)CCCO2)cc1 (configuration not stated) do in these assays?
Cycloheximide cs: 1; Giardia FBPA inh: 6%; Shiga toxin inh: 21

What do the screens show for `O=c1[nH]c(=S)n(C2CC2)c(O)c1/C=N/Nc1ccccc1`?
Cycloheximide cs: 24*; Sm TGR block: 20µM*; Giardia FBPA inh: inconclusive; Pf growth 96h: 23%; Pf growth 48h: -4%; Shiga toxin inh: 65*

How did COC(=O)c1c(C)oc2ccc(N(C(=O)Oc3ccccc3)S(=O)(=O)c3ccccc3)cc12 do in these assays?
Cycloheximide cs: -13; Sm TGR block: 2%; Giardia FBPA inh: -4%; Pf growth 96h: inconclusive; Pf growth 48h: -16%; Shiga toxin inh: -11

What do the screens show for `Cc1cc(NC(=O)C2CC(c3ccc(Cl)cc3)=NO2)no1` (configuration not stated)?
Cycloheximide cs: -5; Sm TGR block: 2%; Giardia FBPA inh: 5%; Pf growth 96h: -5%; Pf growth 48h: -8%; Shiga toxin inh: -16

What do the screens show for `CN(C)CCCN(C(=O)CCOc1ccccc1)c1nc2c(F)cccc2s1`?
Cycloheximide cs: 7; Sm TGR block: 0.4µM*; Giardia FBPA inh: 2%; Pf growth 96h: 54%[activator]; Pf growth 48h: 7%; Shiga toxin inh: -8

Results for C=CCNC(NC(=O)c1ccccc1)(C(=O)OCC)C(F)(F)F (configuration not stated) ?
Cycloheximide cs: -7; Sm TGR block: 4%; Giardia FBPA inh: 4%; Pf growth 96h: 23%; Pf growth 48h: 24%; Shiga toxin inh: -9

Results for N#Cc1ccc(NC(=S)Nc2ccccc2)cc1 ?
Cycloheximide cs: -3; Sm TGR block: 45µM*; Giardia FBPA inh: -6%; Pf growth 96h: 1%; Pf growth 48h: -13%; Shiga toxin inh: -2

What do the screens show for `Cc1ccc(S(=O)(=O)N2CCN(C(=O)Cn3c(=O)cnc4ccccc43)CC2)cc1`?
Sm TGR block: -3%; Pf growth 96h: inconclusive; Pf growth 48h: inconclusive

Results for Nc1nnc(SCC(=O)c2ccc3c(c2)NC(=O)CO3)s1 ?
Cycloheximide cs: 6; Sm TGR block: -5%; Giardia FBPA inh: -2%; Pf growth 96h: inconclusive; Pf growth 48h: 6%; Shiga toxin inh: 9

Results for CCOC(=O)CSc1nc(C)c2cccc(C)c2n1 ?
Cycloheximide cs: 10; Sm TGR block: -7%; Giardia FBPA inh: -7%; Pf growth 96h: 10%; Pf growth 48h: 0%; Shiga toxin inh: 14

Results for COc1ccc(CNc2ncnc3cc(OC)c(OC)cc23)cc1 ?
Cycloheximide cs: -5; Sm TGR block: -14%; Giardia FBPA inh: -2%; Pf growth 96h: 2.1µM*; Pf growth 48h: 4.1µM*; Shiga toxin inh: -12

Results for Nc1cccc(CCc2ccncc2)c1 ?
Cycloheximide cs: 0; Sm TGR block: -2%; Giardia FBPA inh: 7%; Pf growth 96h: -1%; Pf growth 48h: inconclusive; Shiga toxin inh: -3

How did CN(CC(=O)NCCc1ccccc1)S(=O)(=O)c1cccs1 do in these assays?
Cycloheximide cs: 15; Sm TGR block: 1%; Giardia FBPA inh: 14%; Pf growth 96h: 5%; Pf growth 48h: 31%[activator]; Shiga toxin inh: 22

What do the screens show for `Cc1cc2c(NC(=O)Nc3ccc(C(F)(F)F)cc3)cccc2nn1`?
Cycloheximide cs: 2; Sm TGR block: -29%; Giardia FBPA inh: inconclusive; Pf growth 96h: 9.3µM*; Pf growth 48h: 10µM*; Shiga toxin inh: 5

How did Cc1nc(SCc2ccc([N+](=O)[O-])cc2)n[nH]1 do in these assays?
Cycloheximide cs: 5.9*; Sm TGR block: 0%; Giardia FBPA inh: -20%; Pf growth 96h: inconclusive; Pf growth 48h: 15%

Results for Oc1ccc(COC2CCCC2)c2cccnc12 ?
Sm TGR block: 18µM*; Pf growth 96h: 8.3µM*; Pf growth 48h: 1.3µM*

How did COc1ccccc1OCCCC(=O)Nc1ccc([N+](=O)[O-])cc1Br do in these assays?
Cycloheximide cs: 0; Sm TGR block: 4%; Giardia FBPA inh: -3%; Pf growth 96h: 37%[1.15 µM]; Pf growth 48h: 10%[5.75 µM]; Shiga toxin inh: -4

What do the screens show for `O=C1CN(C(=O)CNCc2ccc(Cl)cc2)c2ccccc2N1`?
Cycloheximide cs: 1; Sm TGR block: -28%; Giardia FBPA inh: inconclusive; Pf growth 96h: inconclusive; Pf growth 48h: 6%; Shiga toxin inh: 9

How did COC(=O)CSc1nc(C)cc(C(F)(F)F)c1C#N do in these assays?
Cycloheximide cs: -3; Sm TGR block: 2%; Giardia FBPA inh: 5%; Pf growth 96h: 47%[activator]; Pf growth 48h: 4%; Shiga toxin inh: -11

What do the screens show for `CCCCNC(=O)/C=C/c1ccc(OC)c(Br)c1`?
Cycloheximide cs: 12; Sm TGR block: -2%; Giardia FBPA inh: 8%; Pf growth 96h: -19%; Pf growth 48h: -10%; Shiga toxin inh: -1

What do the screens show for `Cc1cc(C)cc(N(C(=O)c2ccc3c(c2)OCO3)C2C=CS(=O)(=O)C2)c1` (configuration not stated)?
Cycloheximide cs: -4; Sm TGR block: 50%[activator]; Giardia FBPA inh: 4%; Pf growth 96h: inconclusive; Pf growth 48h: inconclusive; Shiga toxin inh: -9

How did CCCCNC(=O)N1CCN(c2ncccn2)CC1 do in these assays?
Cycloheximide cs: -1; Giardia FBPA inh: 1%; Pf growth 96h: 4%; Pf growth 48h: 33%[activator]; Shiga toxin inh: 22

How did CCOc1ccc(C(=O)CCC(=O)Nc2cccc(S(=O)(=O)N3CCCCC3)c2)cc1 do in these assays?
Sm TGR block: 1%; Pf growth 96h: inconclusive; Pf growth 48h: inconclusive

Results for CCCCCCC1CCC(C(=O)N2CCOCC2)CC1 (configuration not stated) ?
Cycloheximide cs: 0; Sm TGR block: -4%; Giardia FBPA inh: 7%; Pf growth 96h: 83%[activator]; Pf growth 48h: inconclusive; Shiga toxin inh: 20

What do the screens show for `COCc1nnc(NC(=O)c2cc(OC)c(OC)cc2[N+](=O)[O-])s1`?
Cycloheximide cs: -1; Sm TGR block: -9%; Giardia FBPA inh: -16%; Pf growth 96h: 8%; Pf growth 48h: 3%; Shiga toxin inh: 1

Results for CCNc1nc2nc3ccc(C)cn3c(=O)c2cc1C(=O)NCC1CCCO1 (configuration not stated) ?
Cycloheximide cs: -1; Sm TGR block: 5%; Giardia FBPA inh: -2%; Pf growth 96h: 38%[activator]; Pf growth 48h: 5%; Shiga toxin inh: -8

What do the screens show for `COc1ccc(NC(=O)CN(C)C(=O)CNC(=O)c2sc3ccccc3c2Cl)cc1`?
Sm TGR block: 5%; Pf growth 96h: 147%[activator]; Pf growth 48h: 149%[activator]

What do the screens show for `COC(=O)CSc1nnc(CCc2nc3ccccc3[nH]2)n1C`?
Cycloheximide cs: -2; Sm TGR block: -16%; Giardia FBPA inh: -16%; Pf growth 96h: 8%; Pf growth 48h: 8%; Shiga toxin inh: -2

How did COCCNC(=O)C(c1ccc(Cl)cc1)N(C(=O)Cn1nnc2ccccc21)c1cccnc1 (configuration not stated) do in these assays?
Cycloheximide cs: -1; Giardia FBPA inh: 3%; Pf growth 96h: 3%; Pf growth 48h: -15%; Shiga toxin inh: -6

Results for CCN(Cc1ccncc1)C(=S)Nc1c(C)cccc1C ?
Cycloheximide cs: -1; Sm TGR block: 5%; Giardia FBPA inh: -1%; Pf growth 96h: 2.1µM*; Pf growth 48h: 22%; Shiga toxin inh: -2

Compounds above that have a CF3 group, in the order listed:
How did CS(=O)(=O)c1ccc(CNC(=O)C2(C(F)(F)F)CC(CCCO)CCCO2)cc1 (configuration not stated) do in these assays?
Cycloheximide cs: 1; Giardia FBPA inh: 6%; Shiga toxin inh: 21

Results for C=CCNC(NC(=O)c1ccccc1)(C(=O)OCC)C(F)(F)F (configuration not stated) ?
Cycloheximide cs: -7; Sm TGR block: 4%; Giardia FBPA inh: 4%; Pf growth 96h: 23%; Pf growth 48h: 24%; Shiga toxin inh: -9

What do the screens show for `Cc1cc2c(NC(=O)Nc3ccc(C(F)(F)F)cc3)cccc2nn1`?
Cycloheximide cs: 2; Sm TGR block: -29%; Giardia FBPA inh: inconclusive; Pf growth 96h: 9.3µM*; Pf growth 48h: 10µM*; Shiga toxin inh: 5

How did COC(=O)CSc1nc(C)cc(C(F)(F)F)c1C#N do in these assays?
Cycloheximide cs: -3; Sm TGR block: 2%; Giardia FBPA inh: 5%; Pf growth 96h: 47%[activator]; Pf growth 48h: 4%; Shiga toxin inh: -11
